GLP1R cytotox: cytotoxic in the GLP-1 receptor inverse agonist counter-screen; Potency, µM (doses to about 38.3 µM), for the others: at the top dose activity change, negative = inhibition, most hits filed as inhibitors; HEK293 cAMP-luciferase reporter cells, luminescence, 24 h; AID 624418; hit rate 0.13% among 410,000;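 further: loss of luciferase light is scored as toxicity; on the % scale 0 is the no-effect control and ±100 the full control effect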
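MLSMR compounds, 24 hr on cells at 37 deg C/5% CO2; luminescence after luciferase reagent (12 min RT). Inhibition counted as the undesired cytotoxic outcome.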
KB-3-1 cytotox: kills parental KB-3-1 adenocarcinoma cells; KB-3-1 viability, CellTiter-Glo ATP luminescence, 72 h; Potency, µM (series often up to 46.1 µM), inactives show top-dose activity change, negative = cytotoxic, hits mostly cytotoxic; hit rate 1.4% among 400,000; AID 1347075; further: on the % scale 0 is the no-effect control and ±100 the full control effect; nearly all actives have a fitted effect of over 60% in size
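Screening of KB-3-1 cells (DMEM, 10% FBS, phenol-red free) ran from lowest to highest compound concentration; after 72 h at 37 °C viability was read luminescently and curves fitted.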
KB-V1 cytotox: KB-V1 MDR subline cytotoxicity; KB-V1 MDR cells viability, CellTiter-Glo, 72 h; AID 1347076; Potency, µM (titrated, usually from 46.1 µM), for the others: at the top dose activity change, negative = cytotoxicity, actives largely listed as cytotoxic; hit rate 3.4% among 400,000; further: on the % scale 0 is the no-effect control and ±100 the full control effect; nearly all actives have a fitted effect of over 60% in size
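Following 72 h at 37 degrees C with compound, KB-V1 cell viability was read by CellTiter-Glo luminescence, medium being phenol-red-free DMEM plus 10% FBS; concentration-response parameters came from normalized, curve-fitted qHTS data.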
HT1080 IDH1KD tx: kills HT-1080 cells with IDH1 knockdown; Potency, µM (top dose mostly 46.1 µM), for inactives: top-dose activity, negative = toxicity, most hits filed as cytotoxic; AID 686971; hit rate 2% among 360,000; HT-1080 IDH1 knockdown viability, ATP luminescence, 48 h;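 further: 0% = DMSO wells and -100% = cell-free medium wells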
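% activity derives from luminescence (CellTiter-Glo), normalised to DMSO and no-cell wells. HT-1080-IDH1KD cells, 750/well, had 48 h compound exposure at 37 °C.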
GLP1R inv ag: GLP-1 receptor (human) inverse agonism; HEK293 GLP-1R CRE-luciferase, luminescence, 24 h; GLP-1R form is constitutively active; P43220; hit rate 1.6% among 410,000; Potency, µM (top dose mostly 38.3 µM), inactives show top-dose activity change, negative = inhibition, usual class: inhibitors; further: on the % scale 0 is the no-effect control and ±100 the full control effect; nearly all actives have a fitted effect of over 55% in size
Target sequence (P43220 whole entry, looked up): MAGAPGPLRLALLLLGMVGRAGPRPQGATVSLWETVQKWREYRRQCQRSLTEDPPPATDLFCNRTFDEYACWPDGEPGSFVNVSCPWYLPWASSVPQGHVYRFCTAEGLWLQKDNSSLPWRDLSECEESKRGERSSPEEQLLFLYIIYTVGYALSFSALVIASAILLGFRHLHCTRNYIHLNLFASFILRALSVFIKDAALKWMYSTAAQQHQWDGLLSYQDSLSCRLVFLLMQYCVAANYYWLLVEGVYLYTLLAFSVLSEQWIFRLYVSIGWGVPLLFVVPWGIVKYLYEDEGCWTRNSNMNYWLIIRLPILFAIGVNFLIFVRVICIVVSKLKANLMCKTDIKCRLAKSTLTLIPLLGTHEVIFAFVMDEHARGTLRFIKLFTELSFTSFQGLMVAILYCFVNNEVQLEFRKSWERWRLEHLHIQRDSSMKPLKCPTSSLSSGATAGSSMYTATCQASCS
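Assay principle: reduced luminescence from a cAMP-responsive reporter in HEK293 cells co-expressing a constitutively active GLP-1R. Conditions: 24 hr compound incubation, 37 deg C, 5% CO2.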
GLP-1R agonist: activates the human GLP-1 receptor | Potency, µM (doses to about 45.6 µM), without a hit: at the highest dose activation, actives largely listed as activators | HEK293 GLP-1R CRE-luciferase, luminescence, 4-6 h; cells express a hypersensitive GLP-1R form | P43220 | hit rate 0.007% among 380,000; further: % of control where 0% means no effect
HT1080-NT tox: kills 2HG-producing HT-1080-NT fibrosarcoma cells | hit rate 1.6% among 360,000 | Potency, µM (doses to about 46.1 µM), for inactives: at the top dose activity, negative = less viability, actives largely listed as cytotoxic | AID 686970 | HT-1080-NT fibrosarcoma viability, CellTiter-Glo ATP luminescence, 48 h;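 further: NT is the 2HG producing partner of a matched IDH1 knockdown line; 0% = DMSO-treated cells and -100% = media-only wells without cells; nearly all actives have a fitted effect of over 55% in size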
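Viability by CellTiter-Glo luminescence after 48 h compound exposure at 37C of HT-1080-NT cells (750/well, RPMI, 5% FBS). % activity scaled between DMSO wells and medium-only wells, then curve-fitted and categorized by curve class.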
TDP43 rescue: rescues yeast growth from TDP-43 toxicity. TDP-43 expressing yeast growth rescue, BacTiter-Glo, 24 h. Potency, µM (top dose mostly 46.1 µM), without a hit: top-dose growth rescue (activation), hits mostly activators. hit rate 1.8% among 410,000; further: % of control where 0% means no effect; nearly all actives have a fitted effect of over 50% in size
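In this qHTS, compounds that restore growth of yeast expressing TDP-43 appear as activators. Cells (OD600=0.02, galactose medium, raffinose-pregrown) are incubated with compound 24 hr at 30 deg C and growth is quantified by BacTiter-Glo.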
SW480 rerep: inducers of DNA re-replication in SW480 colon cancer cells; SW480 DNA re-replication, Hoechst DNA content imaging, 48 h; Potency, µM (doses to about 46.1 µM), inactives show at the highest dose re-replication activation, hits mostly activators; hit rate 1.8% among 340,000; further: % of control where 0% means no effect; nearly all actives have a fitted effect of over 55% in size
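DNA re-replication was detected as more nuclei of elevated Hoechst intensity after 48 hr exposure to compound (23 nL pinned per well of 250 cells).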
* = called active by the depositor; u = inconclusive; x = no result given; [ ] = dose if it differs, or a comment. The call rests on the fitted dose curve; in most records, active means well fitted curve in the direction sought with a large enough effect; inconclusive means small, poorly fitted or top-dose-only effect, or another doubt; inactive means no such curve, though single readings can be large; an effect the other way counts as inactive or inconclusive. Potency means the concentration at half of the fitted maximal effect. The order is random; any-hit rate near 9.4%.

[1] CCn1cc(C(=O)O)c(=O)c2cc(F)c(N3CCN(C(=S)NC(=O)c4ccccc4Cl)CC3)cc21
[2] Cc1ccc(C)c(C(=O)CC2(O)C(=O)N(C)c3ccccc32)c1 (stereo not given)
[3] CN(C)c1c(N)c(=O)oc2ccccc12
[4] Cc1ccc(C(=O)Nc2ccsc2C(=O)O)cc1
[5] CCCCCN(C(=O)NC(=O)NCCCC)S(C)(=O)=O
[6] O=C(CCl)N(c1ccccc1)c1ccccc1
assay / entry | 1 | 2 | 3 | 4 | 5 | 6
GLP1R cytotox | 1% | -12% | -19% | -9% | 3% | u
KB-3-1 cytotox | 19% | 5% | 3% | 0% | 11% | u
KB-V1 cytotox | 13% | -11% | 0% | 0% | 1% | u
HT1080 IDH1KD tx | 1% | 10% | 6% | -23% | 0%[9.24 µM] | 5.2µM*
GLP1R inv ag | 6% | -13% | 8% | u | 10% | u
GLP-1R agonist | 0% | -3% | 20% | -9% | 1% | 1%
HT1080-NT tox | 1% | 0% | -6% | -26% | 5% | 6.5µM*
TDP43 rescue | -7% | -17% | 11% | -42%[inhibitor] | -15% | 18µM*
SW480 rerep | -5% | -10% | 0% | -9% | -5% | 22%

[7] O=C(CSc1n[nH]c(=O)[nH]c1=O)c1ccc(Cl)cc1Cl
[8] CNS(=O)(=O)c1ccc(N=Cc2c(C)[nH]n(-c3ccc(C)cc3C)c2=O)cc1
[9] Cc1cc(C)c(NC(=O)CO/N=C2\CCCc3nonc32)c(C)c1
[10] CCCCCCCNC(=O)C1(CC2CC(c3cccc(Br)c3)=NO2)CCN(C(=O)CCCCCBr)CC1 (stereo not given)
[11] CC(=O)c1ccc(OCc2ccc(Oc3c(Cl)cccc3[N+](=O)[O-])cc2)cc1
[12] CCN(C(=O)COC(=O)c1cnc(C)cn1)C1CCCCC1
assay / entry | 7 | 8 | 9 | 10 | 11 | 12
GLP1R cytotox | 1% | 10% | 7% | 0% | u | -1%
KB-3-1 cytotox | 4% | 0% | 0% | u | u | 8%
KB-V1 cytotox | 0% | -2% | 6% | 7% | u | 12%
HT1080 IDH1KD tx | 1% | 0% | -2% | u | 19% | 16%
GLP1R inv ag | 12% | 11% | 8% | 1% | 4% | 2%
GLP-1R agonist | 10% | 3% | 2% | 1% | 0% | -10%
HT1080-NT tox | -27% | 11% | -10% | 16µM* | -2% | 12%
TDP43 rescue | -7% | -8% | -9% | u | -16% | 13%
SW480 rerep | -143%[inhibitor] | -84%[inhibitor] | 1% | 29% | 0% | 1%

[13] Cc1ccc2[nH]c(=O)c(CN(Cc3cccnc3)Cc3nnnn3CC3CCCO3)cc2c1 (stereo not given)
[14] CN(C)S(=O)(=O)c1cccc(-c2csc(=Nc3ccccc3)n2CCCN2CCOCC2)c1
[15] COc1ccc(CNCC(C)NCc2ccc(OC)c(OC)c2)cc1OC (stereo not given)
[16] Cc1ccc(NC(=O)COC(=O)C2CC2)cc1S(=O)(=O)N1CCOCC1
[17] COc1cccc(-c2cc(-c3cccnc3)nc(N)c2C#N)c1
[18] O=C(c1sc2cccc(Cl)c2c1Cl)N1CCN(CCc2ccccn2)CC1
assay / entry | 13 | 14 | 15 | 16 | 17 | 18
GLP1R cytotox | -13% | u | -22% | -15% | -4% | -16%
KB-3-1 cytotox | 8% | -2% | -6% | 13% | 3% | 4%
KB-V1 cytotox | 17% | -1% | -8% | 2% | -15% | u
HT1080 IDH1KD tx | -3% | -16% | 1% | 1% | -21% | -2%
GLP1R inv ag | 15% | u | -21% | -2% | 66%[activator] | -32%
GLP-1R agonist | 7% | 14% | -1% | -3% | 19% | 5%
HT1080-NT tox | 4% | -13% | 8% | 3% | 1% | -3%
TDP43 rescue | 2% | 10% | -5% | 10% | u | 1%
SW480 rerep | 1% | 22% | -1% | -8% | u | -12%

[19] N#Cc1ccccc1S(=O)(=O)N1CCN(C(=O)CN2CCCC2c2cccs2)CC1 (stereo not given)
[20] CCc1c(C)c2c(C)nn(-c3ccccc3)c2oc1=O
[21] CSc1sc(C)cc1/C=N/O
[22] CCCCN(Cc1ccccc1)C(=O)c1cnc2n(c1=O)CCS2
[23] CCc1ccc(NC(=O)Cn2ncc3c(C)n(Cc4cccc(Cl)c4)c(C)c3c2=O)cc1
[24] CCOc1cc(/C=N/Nc2nc(-c3cccs3)c(NC(C)=O)s2)ccc1O
assay / entry | 19 | 20 | 21 | 22 | 23 | 24
GLP1R cytotox | -13% | -13% | 5% | -7% | -5% | -12%
KB-3-1 cytotox | 7% | 7% | 3% | -3% | -7% | 21%
KB-V1 cytotox | 7% | u | 0% | -8% | 15% | u
HT1080 IDH1KD tx | 3% | -6% | 2% | 4% | x | -6%
GLP1R inv ag | -4% | 64%[activator] | 0% | 0% | 1% | 13%
GLP-1R agonist | 8% | 11% | 4% | 1% | x | 15%
HT1080-NT tox | 6% | 1% | 3% | 11% | x | -4%
TDP43 rescue | 1% | 25µM* | -10% | 3% | 0% | -2%
SW480 rerep | -13% | -6% | 0% | 1% | x | -7%

[25] Cc1ccc2c(cnn2C(=O)CCCC(=O)NCc2ccc(Cl)cc2)c1
[26] Cc1ccc(Sc2ccc(N3CCCC(C(=O)Nc4ccc(Cl)cc4)C3)nn2)cc1 (stereo not given)
[27] O=C(Nc1cccc(C(=O)O)c1)/C(=C\c1ccccc1)NC(=O)c1ccccc1
[28] CCNC1CCC(Nc2ccnc3cc(Cl)ccc23)CC1 (stereo not given)
[29] O=C(CCC1CCCN(Cc2ccc3c(c2)OCCO3)C1)NCc1ccc(F)c(F)c1 (stereo not given)
[30] CC1CCN(C(=O)c2cc(-c3cccc(Cl)c3)on2)CC1
assay / entry | 25 | 26 | 27 | 28 | 29 | 30
GLP1R cytotox | -9% | 0% | 4% | u | 2% | -17%
KB-3-1 cytotox | u | -4% | 10% | u | 3% | -2%
KB-V1 cytotox | u | -17% | -2% | u | 13% | 11%
HT1080 IDH1KD tx | u | x | 23% | u | -1% | x
GLP1R inv ag | u | -3% | 21% | u | u | 4%
GLP-1R agonist | -4% | -1% | -2% | -7% | -2% | x
HT1080-NT tox | u | x | 9% | -1% | -4% | x
TDP43 rescue | 2% | 26% | -11% | 3% | -5% | 20%
SW480 rerep | 2% | x | -7% | u | u | x

[31] CCc1ccccc1NC(=O)C1CCCN(S(=O)(=O)c2ccc3c(c2)CC(C)N3C(C)=O)C1 (stereo not given)
[32] COc1ccc(Cn2c(C(=O)O)c(CNCc3ccc(C)o3)c3ccc(C)cc32)cc1
[33] CN(Cc1ccccn1)C(=O)C1CCC(=O)N(CCc2ccc(Cl)cc2)C1 (stereo not given)
[34] COc1ccccc1Nc1nc(NCCCCO)nc(N2CCCC2)n1
[35] O=S(=O)(Nc1ccc(S(=O)(=O)Nc2cccc3ccccc23)cc1)c1ccccc1
[36] CC(=O)N1CCN(Cc2cc(=O)oc3cc(C)cc(C)c23)CC1
assay / entry | 31 | 32 | 33 | 34 | 35 | 36
GLP1R cytotox | 7% | u | -3% | x | 6% | 1%
KB-3-1 cytotox | -15% | u | -2% | -4% | 6% | 0%
KB-V1 cytotox | -1% | -6% | 15% | 12% | 1% | 0%
HT1080 IDH1KD tx | -4% | x | 5% | x | -16% | 16%
GLP1R inv ag | 7% | u | -5% | x | 0% | 26%
GLP-1R agonist | 15% | x | 0% | 8% | -5% | 9%
HT1080-NT tox | 2% | x | 0% | x | -9% | 4%
TDP43 rescue | -15% | 10% | 11% | x | -25% | -6%
SW480 rerep | 16% | x | -3% | -4% | 5% | x

[37] NC(=S)NN=C1CCCC(C(F)(F)F)C1 (stereo not given)
[38] O=Cc1ccc2ccc3cccnc3c2n1
[39] O=C(NCc1ccc(F)cc1)c1cc(C2CCCCN2S(=O)(=O)c2cccc3cccnc23)on1 (stereo not given)
[40] O=C(Nc1ccc(SC(F)F)cc1)c1ccc2c(=O)n3c(nc2c1)CCC3
[41] Cc1ccnc(NC(=O)CCNC(=O)c2ccc(Br)cc2)c1
[42] Cn1cnnc1SCC(=O)NCCc1ccc(Cl)cc1Cl
assay / entry | 37 | 38 | 39 | 40 | 41 | 42
GLP1R cytotox | u | -9% | 3% | 2% | 4% | 3%
KB-3-1 cytotox | 11% | -6% | 0% | -38% | 3% | -2%
KB-V1 cytotox | 0% | -28% | -2% | -27% | 18% | 4%
HT1080 IDH1KD tx | 14% | u | -13% | -26% | -3% | 4%
GLP1R inv ag | u | 1% | u | -4% | 2% | 0%
GLP-1R agonist | -1% | 1% | -4% | 0% | -1% | -1%
HT1080-NT tox | 5% | u | 3% | 3.3µM* | -1% | 6%
TDP43 rescue | 22% | u | 20% | -13% | 3% | 19%
SW480 rerep | 2% | 21µM* | x | u | x | -79%[inhibitor]

[43] c1ccc(-c2cnc(-c3ccccn3)nn2)cc1
[44] CC(C)=CCN1CCC(n2nccc2NC(=O)c2ccccc2Cl)CC1
[45] COc1ccc(-c2cc(=Nc3ccc(C)cc3)c3ccccc3o2)cc1
[46] COCCN1CCN(C(=O)c2ccc3nc(Cc4ccc(OC)c(OC)c4)oc3c2)CC1
[47] C=C1CCC[C@]2(C)C[C@H]3OC(=O)C(CNCC(OC)OC)[C@H]3CC12 (stereo not given in full)
assay / entry | 43 | 44 | 45 | 46 | 47
GLP1R cytotox | -6% | 2% | -19% | 8% | -5%
KB-3-1 cytotox | u | -9% | -11% | 4.6µM* | 4%
KB-V1 cytotox | u | -22% | 0% | u | 14%
HT1080 IDH1KD tx | u | -6% | u | -10% | u
GLP1R inv ag | u | 14% | u | 52%[activator] | -18%
GLP-1R agonist | 0% | -1% | -3% | 1% | 3%
HT1080-NT tox | u | -1% | u | 7.3µM* | -21%
TDP43 rescue | 22µM* | -14% | u | -14% | -3%
SW480 rerep | -8% | -17% | 12% | u | u

Screens as filed in PubChem BioAssay.
